# FBPA coupling cs – coupling enzyme interference in Giardia aldolase counter-screen | coupling enzyme system counterscreen, AmpLite Red fluorescence | activity change, negative = inhibition, % at 58.2 µM, hits read low | actives 0.67% (n = 290,000) | AID 2472; in the data active = activity change below about -30%; note: % is set by controls: 0 for no effect and ±100 for the full control effect
#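 Fluorescence at 525 nm excitation and 598 nm emission measured inhibition of the coupled detection system without aldolase. Compounds (at 57.5 uM final) were preincubated 10 min at room temperature with coupling enzyme reagent before a 20 min substrate/AmpLite Red step.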
# TSHR antag – antagonists of human thyroid stimulating hormone receptor | TSHR-expressing cells, TSH-stimulated cAMP HTRF, 2 h; active compounds read low | activity change, negative = inhibition, % at 11.5 µM | P16473 | actives 0.2% (n = 330,000);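 active = activity change below a set negative limit, meaning inhibition stronger than a set level, cut at about -70% in these data; inconclusive = activity change between two set negative limits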; note: % is set by controls: 0 for no effect and ±100 for the full control effect
# Target sequence (P16473 whole entry, looked up): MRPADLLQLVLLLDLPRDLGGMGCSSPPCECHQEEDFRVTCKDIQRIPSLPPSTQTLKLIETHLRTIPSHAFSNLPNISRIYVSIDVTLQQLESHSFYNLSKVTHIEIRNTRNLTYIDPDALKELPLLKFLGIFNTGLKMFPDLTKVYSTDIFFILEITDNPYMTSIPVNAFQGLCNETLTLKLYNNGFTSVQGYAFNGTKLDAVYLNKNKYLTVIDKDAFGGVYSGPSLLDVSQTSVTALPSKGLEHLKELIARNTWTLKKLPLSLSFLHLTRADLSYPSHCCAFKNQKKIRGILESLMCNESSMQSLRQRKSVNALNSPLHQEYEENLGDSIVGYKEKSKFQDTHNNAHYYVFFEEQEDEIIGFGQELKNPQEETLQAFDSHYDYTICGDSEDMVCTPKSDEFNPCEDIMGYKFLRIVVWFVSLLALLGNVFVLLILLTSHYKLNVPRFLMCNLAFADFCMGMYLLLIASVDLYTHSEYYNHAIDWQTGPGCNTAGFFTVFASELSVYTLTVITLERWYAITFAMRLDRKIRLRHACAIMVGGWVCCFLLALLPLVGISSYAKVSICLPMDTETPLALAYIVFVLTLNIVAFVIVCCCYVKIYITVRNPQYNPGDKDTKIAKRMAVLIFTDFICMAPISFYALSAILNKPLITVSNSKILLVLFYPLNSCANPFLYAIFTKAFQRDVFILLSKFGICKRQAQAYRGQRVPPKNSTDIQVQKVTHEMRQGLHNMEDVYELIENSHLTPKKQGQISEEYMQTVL
#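 Competitive HTRF cAMP read-out (cryptate anti-cAMP antibody, cAMP-d2; 30 min, room temperature) in freshly harvested TSHR cells. Compounds added before TSH at EC80 (4nM final), followed by 2 hours' incubation at 37 deg C.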
# GALK inhibitor – blocks human galactokinase activity. Purified GALK, Kinase-Glo residual ATP luminescence. Potency, µM (highest dose often 57.5 µM), for inactives: at the top dose activity change, negative = inhibition, most hits filed as inhibitors. actives 0.007% (n = 270,000); note: potency is the fitted concentration of half-maximal effect; % is set by controls: 0 for no effect and ±100 for the full control effect
#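 The enzyme phosphorylates galactose (100 uM) using ATP (35 uM); inhibition is detected as higher residual ATP, quantified by bioluminescence after 1 h reaction at room temperature, pH 8.0.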
# BCR signal inh – inhibitors of chronic active B-cell receptor signaling; ABC-DLBCL IkBa-CBG/CBR reporter, luminescence ratio, 4 h; actives 0.05% (n = 340,000); Potency, µM (series often up to 46.1 µM), for the others: top-dose ratio change, negative = lower green/red ratio, most hits filed as inhibitors; active = well fitted inhibition curve with a large enough effect in the signal ratio, with a control signal flat, not every such curve was filed as active; inconclusive = small, poorly fitted or top-dose-only effect, or effect the other way, or a change in a side signal; the % refers to the signal ratio;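 note: potency is the fitted concentration of half-maximal effect; plate controls were basal doxycycline-induced cells for no effect and cells given 10 µM MG132 for full effect; MG132 reads +100%, hits lower the ratio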
#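 Compounds up to 46 uM were incubated four hours with TMD8 cells whose green CBG68 luciferase is fused to IkappaBalpha; red CBR luminescence normalised the signal, and concentration-effect curves were fitted to fusion, red and ratio data.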
# Giardia killer – Giardia lamblia killing. Giardia lamblia trophozoite viability. activity change, % at 7.66 µM, hits read low. actives 0.15% (n = 340,000). AID 540267; in the data active = activity change below about -80%; inconclusive = between about -30% and that limit;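 note: parasites exposed to compound for two days anaerobically before the ATP read; % is set by controls: 0 for no effect and ±100 for the full control effect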
#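 Each well holds 100 Giardia trophozoites and compound. After two days (48 hrs) at 37 deg C in anaerobic conditions, ATP is quantified by luminescence.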
# A-T KAP1 phos – potential ataxia-telangiectasia treatments restoring KAP-1 phosphorylation. […] A-T fibroblasts, KAP-1 phosphorylation AlphaLISA; neocarzinostatin DNA damage 30 min before lysis. Potency, µM (titrated, usually from 57.5 µM), without a hit: top-dose activation, most hits filed as activators. actives 0.19% (n = 320,000). AID 485349; note: potency is the fitted concentration of half-maximal effect; % of control where 0% means no effect; nearly all actives have a fitted effect of over 45% in size
#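 ATM-like activity read as KAP-1 phosphorylation via AlphaLISA donor/acceptor antibody pairs after lysis and 6 hr at 25C. Cells were ATM-null patient fibroblasts ([…], hTERT), dosed 60 min, then exposed to the DSB inducer NCS for 30 min.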
# Tb PFK block – blocks T. brucei phosphofructokinase. O15648. T. brucei PFK, ADP-Glo luminescence. Potency, µM (highest dose often 57.5 µM), inactives show at the top dose activity, negative = inhibition, actives largely listed as inhibitors. actives 0.17% (n = 330,000). AID 485367;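 note: potency is the fitted concentration of half-maximal effect; 0% = uninhibited 1x PFK enzyme wells and -100% = no-enzyme wells; nearly all actives have a fitted effect of over 60% in size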
#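 PFK 1.25 nM, F6P 0.5 mM, ATP 0.1 mM, 0.1 M TEA pH 8.0, 5 mM MgCl2, 0.01% Tween20, 0.1% BSA; 45 min RT. ADP-Glo readout. qHTS titration up to 57 uM; curves fitted, compounds curve-classed.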
# hERG WT inh – inhibitors of human wildtype KCNH2 potassium channel | Q12809 | U2OS, BacMam KCNH2, thallium flux FluxOr; active compounds read low | activity change, % at 1.84 µM | actives 0.37% (n = 340,000) | AID 720551;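 active = maximum activity change below -70%; inconclusive = maximum activity change between -70% and -50%; inactive = maximum activity change above -50%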; note: % is set by controls: 0 for no effect and ±100 for the full control effect
#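 U2OS cells transduced with wild-type KCNH2 virus are loaded with FluxOr dye for 45 min, and thallium flux is measured in kinetic reads before and after stimulation buffer. Rate constants are normalized to DMSO controls.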
# TCR activator – activates T cell receptor signaling. 330,000 tested, under 10 active. AID 504894. Potency, µM (doses to about 9.22 µM), for the others: top-dose activation of IL-2 secretion, most hits filed as activators. primary human leukocytes, anti-CD3, IL-2 HTRF, 48 h; note: % of control where 0% means no effect
#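 Human primary leukocytes + a-CD3 beads + cpd, 48 hr; IL-2 in supernatant by HTRF (ex 320nm / em 665nm). No co-stimulatory signal supplied.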
# MLL CXXC-DNA inh – MLL CXXC-DNA interaction inhibition; Q03164; MLL-CXXC / FITC-HOXA9 DNA fluorescence polarization; Potency, µM (doses to about 115 µM), for the others: at the top dose activity change, negative = inhibition, actives largely listed as inhibitors; actives 0.037% (n = 290,000); AID 2662; active = well fitted inhibition curve with a large enough effect in the polarisation, with a control signal flat, not every such curve was filed as active; inconclusive = small, poorly fitted or top-dose-only effect, or effect the other way, or a change in a side signal; inactive = no such curve, though single readings can be large or run the other way; the % refers to the polarisation; note: potency is the fitted concentration of half-maximal effect
#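 Steps: dispense CXXC domain solution (7 uM) → pin compounds or unlabeled HOX-A9 DNA control → 5 min ambient → add FLSN-HOX-A9 solution (50 nM) → spin → 30 min ambient → fluorescence polarization. Tris pH 7.5/NaCl/DTT/BSA buffer.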
# The depositor's hits bear a star; ? = inconclusive; . = not tested or not shown; & = joins results of further samples; [ ] = dose if it differs, or a comment. Unless noted, calls come from the whole dose curve; as a rule, active = well fitted curve in the direction sought with a large enough effect; inconclusive = small, poorly fitted or top-dose-only effect, or another doubt; inactive = no such curve, though single readings can be large; an effect the other way counts as inactive or inconclusive. This is a random part of the collection. About 1.6% of those tested had a hit in this group.
SMILES,FBPA coupling cs,TSHR antag,GALK inhibitor,BCR signal inh,Giardia killer,A-T KAP1 phos,Tb PFK block,hERG WT inh,TCR activator,MLL CXXC-DNA inh
O=C1CC(N2CCN(c3ccccc3)CC2)C(=O)N1c1ccc(Cl)cc1 (stereo not drawn),1,2,5%,1%,-1,12%,4%,-2,-3%,-2%
Cc1ccc(S(=O)(=O)Nc2nc(C)c(C(=O)NNS(=O)(=O)c3ccccc3)s2)cc1,8,8,2%,?,-19,-7%,7%,-7,-6%,-12%
O=C(O)C1CC=CCC1C(=O)Nc1ccccc1C(=O)N1CCN(c2ccccc2)CC1 (stereo not drawn),2,-4,-4%,-2%,0,-2%,1%,-6,-5%,-6%
COc1ccc(CN2CC(=O)N3[C@H]4c5cc(C)ccc5OC[C@@H]4[C@H](c4ccccc4)[C@]3(C)C2=O)cc1,.,0,.,0%,7,3%,8%,.,-19%,.
Cc1noc(COc2ccccc2OCC(N)=O)c1Cl,3,7,9%,0%,1,8%,3%,-6,-6%,-4%
CC(C)NC(=O)c1nn(C)c2ccccc12,3,22,0%,0%,-18,0%,1%,-2,-10%[46.1 µM],5%
CCn1nc(C(=O)OCC(=O)N(CCC#N)c2ccccc2)c2ccccc2c1=O,.,-6,.,3%,-10,6%,-3%,-6,1%,.
Cc1ccc2c(n1)sc1c(-c3ccccc3)c(C#N)c(N)nc12,1,-5,3%,?,-1,8%,0%,-9,0%,-28%
CCO[C@@H]1OC(C(=O)N2CCOCC2)=C[C@H](C2CC2)[C@H]1CCCO,0,12,3%,10%,-6,2%,0%,5,5%,-26%
Cc1ccc(SCC(=O)NNC(=O)CNC(=O)c2ccc(Br)cc2)cc1,.,9,.,3%,1,7%,7%,2,-2%,.
Cc1cc(C)c(NC(=O)Cn2c(=O)c3cccn3c3ccccc32)c(C)c1,.,3,-5%,-2%,4,3%,3%,-4,-5%,16%
NC(=O)CSc1nnc(C2CC2)n1-c1ccccc1,1,-1,0%,-18%,-6,2%,-2%,-2,-1%,-2%
Cc1ccccc1C(=O)N1CCN(c2ccc(NC(=O)Cc3ccccc3)cc2)CC1,.,-20,-5%,?,-6,-9%,-20%,5,2%,12%
c1ccc2c(c1)OCC(c1nn3cnnc3s1)O2 (stereo not drawn),-3,5,-3%,-2%,1,-2%,6%,-3,1%,-4%
O=C(Nc1cccnc1)c1ccc(S(=O)(=O)c2ccc(Cl)cc2)cc1,3,-24,0%,3%,12,-2%,-8%,-4,-2%,19%
O=C(CSc1nn(-c2ccccc2)c(=S)s1)Nc1ncccn1,0,2,-2%,?,-5,1%,4%,10,-4%,5%
CCOC(=O)c1cnc(SCC(=O)c2ccc(Cl)cc2)nc1N,-1,-7,-1%,?,-10,1%,1%,1,-1%,7%
CCC(=O)c1cn(CC(=O)Nc2ccc(C)cc2C)c2ccccc12,3,4,3%,0%,-4,8%,-5%,-3,0%,-1%
O=C(NC(=S)Nc1ncc(Br)cc1Br)c1cncc(Br)c1,1,.,1%,.,-3,.,.,4,5%,-16%
COc1ccccc1CC(=O)Nc1cc2oc3ccccc3c2cc1OC,-2,2,-6%,14%,-7,12%,4%,-8,13%,3%
COc1c(C(C)C)oc2cc3oc(=O)ccc3cc12,0&-1,3,-2%,-7%,-2,1%,-1%,-14,0%,1%
CS(=O)(=O)c1nc(-c2ccco2)cc(C(F)(F)F)n1,1,-36,-1%,?,.,-12%,-21%,.,.,0%
CC(=O)Nc1ccc(Nc2cc(C)c3ccccc3n2)cc1,-2,-20,0%,-1%,-8,-5%,-1%,3,-2%,3%
COc1ccc(CN2C(=NC(=O)CCc3ccccc3)SC3CS(=O)(=O)CC32)cc1 (stereo not drawn),.,7,2%,0%,12,10%,-2%,-8,7%,27%
COc1cc(OC)c(C(=O)/C=C/c2ccc(OCc3ccccc3)c(OC)c2)c(OC)c1,-3,-2,-2%,?,-6,-8%,0%,19,4%,-14%
COc1ccc(CN(C2CC2)S(=O)(=O)c2ccccc2Br)cc1,.,2,.,-3%,-8,11%,-1%,0,-2%[46.1 µM],.
COC(=O)CN1C(=O)[C@H]2[C@@H](c3ccc(C)o3)N3C(=O)CN(CCO)C(=O)[C@@]3(C)[C@H]2C1=O,-2,41,.,?,11,6%,-3%,.,-2%,-8%
Cc1ccc(S(=O)(=O)N2CCN(S(=O)(=O)N3CCOCC3)CC2)cc1C,0,2,-4%,?,-6,-1%,-4%,-11,-1%,-1%
COc1cc(OC)c(C2=NOC(C(=O)Nc3c(C)nn(CC(=O)N4CCCC4)c3C)C2)cc1Cl (stereo not drawn),1,10,0%,?,-3,1%,1%,-5,.,-9%
Cc1ccc(S(=O)(=O)N2CCC(C(=O)N3CCC[C@H]3C(=O)NCC(C)C)CC2)cc1,.,5,7%,8%,-24,-1%,-2%,-15,4%,8%

# Sorted by the number under MLL CXXC-DNA inh (highest first): five of the compounds above
structure	MLL CXXC-DNA inh
COc1ccc(CN2C(=NC(=O)CCc3ccccc3)SC3CS(=O)(=O)CC32)cc1 (stereo not drawn)	27%
Cc1ccc(S(=O)(=O)N2CCC(C(=O)N3CCC[C@H]3C(=O)NCC(C)C)CC2)cc1	8%
CC(=O)Nc1ccc(Nc2cc(C)c3ccccc3n2)cc1	3%
COC(=O)CN1C(=O)[C@H]2[C@@H](c3ccc(C)o3)N3C(=O)CN(CCO)C(=O)[C@@]3(C)[C@H]2C1=O	-8%
COc1cc(OC)c(C(=O)/C=C/c2ccc(OCc3ccccc3)c(OC)c2)c(OC)c1	-14%

# Other structures follow:
SMILES,FBPA coupling cs,TSHR antag,GALK inhibitor,BCR signal inh,Giardia killer,A-T KAP1 phos,Tb PFK block,hERG WT inh,TCR activator,MLL CXXC-DNA inh
Cc1ccc(C)c(-n2cc(CN3CCN(C(=O)c4ncn[nH]4)CC3)c(-c3ccccc3)n2)c1,5,12,3%,?,1,-1%,0%,-1,1%,-2%
O=C(CSc1nnnn1-c1ccccc1)CSc1nnnn1-c1ccccc1,2,-7,0%,10%,-7,-10%,-2%,22,-2%,-1%
COc1ccc(C2(O)CCN(Cc3nnnn3Cc3ccc(C)cc3)CC2)cc1,0,-5,-3%,-16%,-7,1%,0%,-7,3%,5%
Cc1cc(C)n(/N=C/c2ccccc2)c(=O)c1C#N,5,5,-3%,?,0,1%,2%,11,0%,-5%
CCCC(=O)Nc1ccc(Br)c(Cl)c1,1,-5,-5%,?,-10,3%,-7%,-9,0%,-2%
CC(/C=N/NC(=O)c1ccccc1F)=C\c1ccccc1,-1,-15,-2%,?,-1,-7%,7%,-23,1%,1%
Cc1cccc(C(=O)N2CCCCCC2)c1,2,-6,1%,-12%,-3,1%,5%,-6,-2%,-10%
Cc1nnc(SCC(=O)Nc2ccc(Br)cc2)n(N)c1=O,0,-5,3%,-4%,19,6%,-4%,0,11%,-1%
N#Cc1ccc2nc3c(nc2c1)CCCC3,0,-5,-2%,7%,-13,-4%,1%,-24,-105%,3%
CC(C)CNC(=O)COC(=O)/C=C/c1ccco1,4,6,1%,0%,-14,2%,-25%,-9,4%[46.1 µM],-1%

# Three entries out of the list, arranged by heavy-atom count, lowest first:
SMILES,FBPA coupling cs,TSHR antag,GALK inhibitor,BCR signal inh,Giardia killer,A-T KAP1 phos,Tb PFK block,hERG WT inh,TCR activator,MLL CXXC-DNA inh
Cc1cccc(C(=O)N2CCCCCC2)c1,2,-6,1%,-12%,-3,1%,5%,-6,-2%,-10%
Cc1nnc(SCC(=O)Nc2ccc(Br)cc2)n(N)c1=O,0,-5,3%,-4%,19,6%,-4%,0,11%,-1%
Cc1ccc(C)c(-n2cc(CN3CCN(C(=O)c4ncn[nH]4)CC3)c(-c3ccccc3)n2)c1,5,12,3%,?,1,-1%,0%,-1,1%,-2%

# Next section.
SMILES,FBPA coupling cs,TSHR antag,GALK inhibitor,BCR signal inh,Giardia killer,A-T KAP1 phos,Tb PFK block,hERG WT inh,TCR activator,MLL CXXC-DNA inh
CCOC(=O)c1c(NC(=O)COC(=O)c2ccncc2)sc(C)c1C,-2,22,7%,-12%,6,7%,-3%,-13,3%,-7%
CSc1ccc(CSCC(=O)N2CCN(S(=O)(=O)c3ccc(C)cc3C)CC2)cc1,.,-17,.,?,0,2%,-5%,2,-7%,.
Cc1cccc2c1N(C(=O)c1ccco1)C(C)(C)c1ssc(=S)c1-2,-1,4,2%,-13%,-5,6%,1%,5,-4%,-12%
Cc1cc(=O)n2c(c1C#N)SC1CCCCC12O (stereo not drawn),3,-3,5%,-2%,-1,5%,-2%,0,2%,-16%
O=C(O)CCC(=O)NC1CCCCC1,4,11,1%,-17%,5,0%,-1%,7,.,5%
COc1ccc(-c2c(-c3cc(OC)cc(OC)c3)n(C)c3ccc(-c4ccc5c(c4)OCCO5)cc23)cc1,.,2,.,3%,-1,5%,2%,-4,4%,.

# Compound activity from PubChem.
